Screening data (PubChem BioAssay)
m-calpain inh: inhibitors of pig calpain II; purified calpain II, fluorogenic peptide substrate, 30 min; inhibition, % at 16 µM; AID 1236; hit rate 0.37% among 220,000;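 active = inhibition above about 50%, limit read from the data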
PERK inhibitor: human PERK inhibition, primary cell-based screen | Q9NZJ5 | CHO PERK-DD fusion, SEAP luminescence translation reporter | inhibition, % at 5.6 µM | hit rate 0.17% among 220,000;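 active = inhibition above the mean inhibition of all tested compounds plus 3 SD, set separately per screening campaign, cut at about 2.9% in these data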;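 also: PERK kinase domain activated by AP20187 dimerizer at 100 nM; 0% = DMSO with dimerizer and 100% = rapamycin at 8.4 µM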
BaF3 tox: reduces parental Ba/F3 cell viability, JAK2V617F counter-screen | AID 1486 | hit rate 1.1% among 220,000 | inhibition, % at 5.6 µM | CellTiter-Glo ATP luminescence;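 active = inhibition above a per-campaign cutoff, the mean inhibition of all tested compounds plus 3 SD, cut at about 27% in these data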;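 also: 0% = DMSO wells and 100% = JAK Inhibitor I control wells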
S1P4 ag: human S1P4 receptor agonism | O95977 | S1P4-expressing cell line, agonist reporter assay | activation, % at 4.98 µM | hit rate 0.35% among 220,000 | AID 1509; in the data active = activation above about 11%;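 also: 0% = DMSO vehicle and 100% = reference agonist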
Target sequence (O95977 whole entry, looked up): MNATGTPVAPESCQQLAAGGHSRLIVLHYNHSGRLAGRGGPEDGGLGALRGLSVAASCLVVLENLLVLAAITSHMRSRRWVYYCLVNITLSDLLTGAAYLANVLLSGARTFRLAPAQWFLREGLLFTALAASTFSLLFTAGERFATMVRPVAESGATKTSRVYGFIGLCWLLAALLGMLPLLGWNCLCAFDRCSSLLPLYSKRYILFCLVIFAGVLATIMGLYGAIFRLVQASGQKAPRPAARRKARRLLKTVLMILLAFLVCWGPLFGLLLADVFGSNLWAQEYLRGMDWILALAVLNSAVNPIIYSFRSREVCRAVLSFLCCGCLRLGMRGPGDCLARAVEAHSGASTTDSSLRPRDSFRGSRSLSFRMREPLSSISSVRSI
Ba/F3 V617F tox: lowers viability of Ba/F3 cells expressing EpoR and JAK2V617F | ATP luminescence | inhibition, % at 5.6 µM | hit rate 1.1% among 220,000;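 active = inhibition above the campaign mean plus 3 SD over all tested compounds, cut at about 24% in these data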;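 also: cytokine-independent growth of Ba/F3 cells driven by EpoR plus mutant JAK2; 0% = DMSO-treated cells and 100% = JAK inhibitor I control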
TRPN1 ag: zebrafish TRPN1 (NompC) channel agonism; HEK293 zebrafish TRPN1-YFP, Fluo-8 calcium fluorescence; 100% = response to 87 µM carbachol; activation, % at 3 µM; hit rate 0.18% among 220,000;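 active = activation above its plate's cutoff, the mean activation of test wells on that plate plus 3 SD, cut at about 19% in these data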;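 also: 0% = DMSO alone and 100% = 87 µM carbachol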
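Material – zebrafish TRPN1-YFP in HEK293 cells · Doses – 3 µM single point · Schedule – dye 1 h 37 °C plus 30 min RT · Signal – Fluo-8 calcium fluorescence, excitation 470-495 nm, emission 515-575 nm · Read-out – % activation versus carbachol response · Control set – carbachol high, DMSO low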
TRPML3 ag: activates the human TRPML3 channel | Q8TDD5 | HEK293 TRPML3-YFP, Fluo-8 calcium fluorescence; 100% = the carbachol control signal | hit rate 0.29% among 220,000 | activation, % at 3 µM;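 active = activation above its plate's cutoff, the mean activation of the plate's test wells plus 3 SD, cut at about 12% in these data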;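 also: 0% = DMSO only wells and 100% = carbachol wells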
Target sequence (Q8TDD5 whole entry, looked up): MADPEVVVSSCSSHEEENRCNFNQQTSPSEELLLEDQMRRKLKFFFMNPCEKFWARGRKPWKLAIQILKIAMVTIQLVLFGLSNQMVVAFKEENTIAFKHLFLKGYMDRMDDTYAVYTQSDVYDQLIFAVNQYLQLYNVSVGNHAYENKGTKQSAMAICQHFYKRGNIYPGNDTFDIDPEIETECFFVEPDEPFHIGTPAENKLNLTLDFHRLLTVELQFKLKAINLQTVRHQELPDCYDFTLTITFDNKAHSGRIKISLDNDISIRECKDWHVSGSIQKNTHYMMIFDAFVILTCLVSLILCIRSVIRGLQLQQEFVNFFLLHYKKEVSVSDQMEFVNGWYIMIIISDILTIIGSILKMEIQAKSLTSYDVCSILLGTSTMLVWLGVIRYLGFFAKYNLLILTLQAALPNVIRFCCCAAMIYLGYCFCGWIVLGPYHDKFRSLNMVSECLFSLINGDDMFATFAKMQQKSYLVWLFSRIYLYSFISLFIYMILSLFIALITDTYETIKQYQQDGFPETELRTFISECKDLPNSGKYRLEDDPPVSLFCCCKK
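Test system: HEK293 cells stably carrying human TRPML3-YFP; Doses: single dose, 3 µM final nominal compound, 0.3% DMSO final; Schedule: dye loading 1 h 37 °C then 30 min ambient, 125 s read; Technique: Fluo-8 calcium fluorescence; Benchmarks: high control carbachol 87 µM, low control DMSO.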
EP2 mod: modulates human prostaglandin E2 receptor EP2 signaling; P43116; EP2-expressing cells, cAMP HTRF FRET, PGE2 co-stimulation; induction, % at 25 µM; hit rate 0.83% among 260,000; AID 940;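 active = compounds whose cAMP rise, as percent of the full-agonist control response, exceeds 60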;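 also: rat C6 glioma line stably carrying human EP2 under a CMV promoter; the protocol text gives 20 µM as final concentration; 100% = response of wells given 1 µM PGE2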
S1P4 antagonist: human S1P4 receptor antagonism. O95977. S1P4-expressing cells, antagonist mode, reporter read-out. inhibition, % at 4.98 µM. hit rate 0.26% among 220,000; in the data active = inhibition above about 29%;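 also: 0% = wells stimulated with agonist and 100% = vehicle wells without agonist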
Numbers without * were called inactive; . = no result given; & = joins results of further samples.

nr	molecule	BaF3 tox	S1P4 ag	EP2 mod	Ba/F3 V617F tox	m-calpain inh	TRPN1 ag	TRPML3 ag	PERK inhibitor	S1P4 antagonist
1	CCCCN(C)C(=O)c1cn(C)c2ccc(S(=O)(=O)N(C)C)cc2c1=O	1	0.0	-27	-1	11	0.0	0.3	-0.3	3
2	CN(C(=O)CSc1nnc(NC2CCCCC2)s1)C1CCS(=O)(=O)C1 (centres undefined)	-1	-2.2	7	-6	-4	-0.3	0.2	0.3	4
3	COc1ccc2nc(NC(=O)CSc3nc(C)cc(C)n3)sc2c1	6	1.6	4	7	-1	-0.3	0.4	-1.1	1
4	Cc1cc(Cl)ccc1NNC(=O)c1c(C)noc1C	-2	1.4	-8	-1	-13	-1.8	0.2	-0.8	-9
5	CN(Cc1ccc(-n2cccn2)cc1)C(=O)c1cnn2c1NC(c1ccco1)CC2C(F)(F)F (centres undefined)	3	0.5	-23	-2	-8	0.0	-0.9	-1.0	-25
6	CCCCNC(=O)C1CCC(CNS(=O)(=O)c2ccc(C)cc2)CC1 (centres undefined)	8	-0.6	20	5	34	0.2	0.1	0.1	5
7	COc1ccc(N2CC(C(=O)Nc3ccc4c(c3)OCO4)CC2=O)cc1 (centres undefined)	2	0.5	1&-3	-3	7	-0.2	-0.7	0.4	-4
8	O=C(NNC(=O)[C@@H]1CCCC[C@@H]1C(=O)O)c1cccs1	2	-0.9	27	-2	11	0.5	0.0	1.1	10
9	Cn1c(=O)c(=O)n(C)c2cc(S(=O)(=O)N3CCc4ccccc43)ccc21	31*	-1.2	-6	-2	17	0.0	0.5	-0.7	11
10	Cc1cc2c(C)nc(N/N=C/c3ccc(F)cc3)nc2o1	7	1.5	-34	-6	0	2.7	-0.4	-0.3	-6
11	Cc1ccc(CCC(=O)Nc2ccc(S(N)(=O)=O)cc2)o1	0	0.3	-17	-3	-36	1.3	1.2	0.6	-11
12	Cc1oc(C)c2c(=O)ccc3c(c12)OC(N)=C(C#N)C3c1ccc(F)cc1 (centres undefined)	5	-0.6	44	-2	-72	4.0	2.7	1.1	-2
13	CCOC(=O)c1sc(NC(=O)c2ccc(S(=O)(=O)N3CCOCC3)cc2)nc1-c1ccccc1	1	0.5	-9	-5	-117	-0.8	-0.3	1.1	-28
14	CC(NC(=O)Nc1nnc(C(F)(F)F)s1)(C(F)(F)F)C(F)(F)F	40*	0.6	-12	37*	36	26*	21*	-1.5	14
15	O=c1[nH]c(N/N=C/c2ccc(O)cc2)nc2ccccc12	5	-0.9	59	4	1	0.7	0.4	-0.8	-7
16	C=CCNc1cnn(-c2ccccc2)c(=O)c1Cl	5	-0.1	-2&30	0	-18	0.4	0.9	-0.4	-5
17	COc1ccc(OC)c(S(=O)(=O)N2CCC(C(=O)NCc3ccccc3)CC2)c1	-1	-1.0	20&8	-3	7	1.4	0.0	-1.2	0
18	Cc1cc(C)c2oc(C(=O)Nc3ccc(S(=O)(=O)Nc4nccs4)cc3)cc(=O)c2c1	-10	-0.2	20	-3	-50	-0.5	0.2	0.3	-15
19	COc1ccccc1-c1nnc(SCC(=O)N2CCOCC2)o1	5	1.2	20	-2	-17	1.5	0.1	0.7	-1
20	CCC(=O)N(C)CCc1cc2c(c(OC)c1/C=N/NC(=O)c1ccc(Br)cc1)OCO2	1	0.6	-52	-3	-15	-0.3	0.1	0.1	-4

Next part, overlapping the part above by two compounds.
nr	molecule	BaF3 tox	S1P4 ag	EP2 mod	Ba/F3 V617F tox	m-calpain inh	TRPN1 ag	TRPML3 ag	PERK inhibitor	S1P4 antagonist
19	COc1ccccc1-c1nnc(SCC(=O)N2CCOCC2)o1	5	1.2	20	-2	-17	1.5	0.1	0.7	-1
20	CCC(=O)N(C)CCc1cc2c(c(OC)c1/C=N/NC(=O)c1ccc(Br)cc1)OCO2	1	0.6	-52	-3	-15	-0.3	0.1	0.1	-4
21	COc1cccc(C(=O)Oc2cc(C)[nH]c(=O)c2[N+](=O)[O-])c1	0	-2.6	-13	5	23	1.8	-0.1	0.3	-25
22	C=C(Br)Cn1c(CCCC)nc2ccccc21	6	1.2	10	5	19	-0.3	-0.4	-0.9	0
23	O=C(Nc1ccc(CN2CCCCC2)cc1)c1ccc2c(c1)OCO2	1	1.6	-2	-1	31	1.6	2.1	0.6	-8
24	CCC(=O)NC(NC(=S)Nc1ccc(S(N)(=O)=O)cc1)C(Cl)(Cl)Cl (centres undefined)	7	-0.7	1	-1	3	1.4	0.7	0.1	-1
25	O=C1c2ccccc2C(=O)N1CCCCN(C(=O)c1ccc(Cl)s1)c1ccc(Cl)cc1	2	2.2	34	1	8	-1.0	0.3	0.6	-14
26	CC(C)Oc1ccc(CCN=C(N)N=C(N)N)cc1Cl	36*	-1.2	-11	6	-2	0.4	0.2	0.9	0
27	CCCCOc1ccc(Cl)cc1CSc1n[nH]c(C)n1	12	-0.4	48	1	6	-2.2	-1.6	-0.2	10
28	Cc1c(C(=O)O)c(C(=O)O)c2n1CCS2	2	2.4	13	0	-8	-0.2	1.2	0.3	-1
29	CC(C)(C)N(Cc1ccccc1)C(=O)COC(=O)c1cccc([N+](=O)[O-])c1	11	0.3	17	2	17	-0.8	1.0	1.0	10
30	Cc1ccccc1Cn1c(CN2CCN(c3ccc(F)cc3)CC2)nc2c1c(=O)n(C)c(=O)n2C	4	-0.5	5	-2	-12	0.0	-0.6	0.1	2
31	Cc1cc(=O)[nH]c2c1c(C)nn2C1CCCC1	4	0.4	12	1	16	0.0	0.2	-0.2	-12
32	O=C(NCc1ccc(F)cc1)C(c1ccccc1)N(CC1CCCO1)C(=O)Cn1nnc2ccccc21 (centres undefined)	2	-0.4	3	-2	21	-1.3	-0.2	-0.5	15
33	O=c1n(Cc2ccccc2F)c2ccccc2n1Cc1ccccc1F	3	0.7	77*	-1	8	-1.7	-0.8	-0.3	-11
34	CCOC(=O)N1CCN(c2ccc([N+](=O)[O-])cc2)CC1	4	-0.1	34	3	48	1.6	1.0	-0.6	-9
35	O=S(=O)(NCCSc1ccc(Cl)cc1)c1ccc2c(c1)OCCO2	0	-1.9	-19	-3	29	-1.1	-0.6	1.2	1
36	COc1ccc(C(=O)NCC(=O)O)cc1	1	-1.4	37	-4	-3	-1.2	0.6	1.6	3
37	N#Cc1ccc(OCC(=O)Nc2ccccc2NS(=O)(=O)c2cccs2)cc1	4	2.6	8	-1	-13	0.0	0.3	-0.1	-10
38	O=S(=O)(c1ccc(F)cc1)N1CCCC(CO)C1 (centres undefined)	1	0.3	-6	-3	-10	0.7	0.2	0.9	-24
39	CCOc1ncccc1C(=O)OCC(=O)NCCc1ccccc1	1	-2.5	29	-4	-8	-1.4	-0.3	0.9	-15
40	COC(=O)c1c(C)oc(C)c1S(=O)(=O)NCc1ccc(Cl)cc1	-3	0.6	-34	1	-16	-0.3	-0.5	1.0	-2

As entered above.
Entry for CCOc1ncccc1C(=O)OCC(=O)NCCc1ccccc1 under m-calpain inh: -8
Entry for C=CCNc1cnn(-c2ccccc2)c(=O)c1Cl under Ba/F3 V617F tox: 0

Continuation:
nr	molecule	BaF3 tox	S1P4 ag	EP2 mod	Ba/F3 V617F tox	m-calpain inh	TRPN1 ag	TRPML3 ag	PERK inhibitor	S1P4 antagonist
41	COc1ccc(NC(=O)/C(C#N)=C\c2ccc(OCc3ccc(C(=O)O)cc3)c(OC)c2)cc1	7	0.5	-27	0	-63	0.8	0.7	1.1	-89
42	Nc1nc2ncc(C(=O)c3cc(F)ccc3O)cc2s1	-1	0.2	-9	1	7	2.3	-0.2	1.1	10
43	CCCSC1=C(C#N)C(c2cccs2)C(C(=O)Nc2ccccc2)=C(C)N1 (centres undefined)	6	0.8	28	-1	2	-1.6	-1.5	-1.1	-14
44	COC(=O)c1oc2ccccc2c1N	2	-3.1	13	-2	-12	-0.7	0.1	1.2	-4
45	Cc1[nH]ncc1-c1ccccc1Cl	0	2.8	19	2	-6	0.3	-0.5	1.1	2
46	Clc1ccc(NCc2nncn2-c2ccccc2)cc1	4	2.0	-55	-3	0	0.9	1.4	-0.2	-3
47	Cc1c(C(=O)NCC(C)C)sc2nc(-c3ccc(F)cc3)cn12	3	1.4	-14	-1	-17	1.3	0.1	-0.2	-16
48	CCOC(=O)CCC(=O)NCc1ccc2c(c1)cc(C)n2C	10	1.2	7	-2	7	0.6	0.7	0.3	-10
49	O=C(NCc1ccc2c(c1)OCO2)C12CC3CC(CC(C3)C1)C2	4	-4.5	14	1	13	0.6	-0.1	-0.5	3
50	COc1cc(/C=C2\CC/C(=C\c3cc(OC)c(OC)c(OC)c3)C2=O)cc(OC)c1OC	3	-1.4	-20	-4	1	-1.3	-0.1	-0.8	-18
51	Cc1ccc(C(=O)O/N=C(\N)c2ccc(Br)cc2)cc1C	3	3.0	35	-3	19	0.5	0.1	2.1	7
52	CCOc1ccc(N2C(=O)c3cccnc3C2Nc2ccc(Cl)cc2)cc1 (centres undefined)	2	2.2	23	0	-11	-0.6	0.1	-1.5	-21
53	Oc1c(CN2CCN(c3ccccc3)CC2)cc(Br)c2cccnc12	12	0.1	15&19	20	-6	-0.1	0.6	-0.2	-6
54	CN(C)C(=O)c1c(-c2ccccc2)oc2ccc(O)cc12	0	-1.1	8	-3	-41	-1.1	0.0	0.2	-11
55	CC(C)(C)NC(=S)NC(=O)C12CC3CCC(CC(C3)C1)C2	5	0.6	5	-1	8	-1.8	0.7	0.6	-16
56	COC(=O)C(C(=O)OC)C(c1ccccc1)C(C(=O)c1ccccc1)[N+](=O)[O-] (centres undefined)	-2	2.0	26	-4	7	-0.7	0.1	-0.7	-34
57	Cc1c(CNCCC2=CCCCC2)c(C(=O)O)c(C)n1Cc1ccccc1	-1	-1.8	-21	-1	-26	-0.5	0.2	1.0	4
58	COc1cccc(CN(C)CC(=O)Nc2cc3oc4ccccc4c3cc2OC)c1	5	-1.1	31	4	13	0.9	0.6	-1.3	-4
59	O=C(NC1CCC(O)CC1)c1ccc(-c2ccc([N+](=O)[O-])cc2)o1 (centres undefined)	-9	-0.9	-3	0	2	0.9	0.2	0.0	8
60	O=C(c1ccco1)N1CCN(C(c2ccc(Cl)cc2)c2nnnn2Cc2ccccc2)CC1 (centres undefined)	5	-1.6	-2	1	-28	4.2	1.6	-1.3	0
61	Cc1cccc(NC2=NCC(=O)N2Cc2cccs2)c1	0	1.8	-8&-17	-4	5	-0.5	-0.3	0.7	-8
62	COCCn1nnnc1C(c1ccccc1OC)N1CCN(c2ccccc2)CC1 (centres undefined)	3	1.2	4	6	-6	0.2	0.6	-1.3	-6
63	COc1cccc(/C=N/NC(=O)c2cc(-c3cccn3C)n[nH]2)c1	2	0.9	-19	1	-7	-1.1	0.0	-1.9	-10
64	Cc1cccc(C)c1N=C1NN=C(c2ccccc2F)CS1	9	2.8	-7	-2	2	4.6	2.1	0.6	-9
65	CC1CCN(C(=O)CC#N)CC1	-5	0.2	-3	-2	-16	0.3	0.2	0.4	15
66	Cn1c(=O)[nH]c(=O)c2c1nc(N1CCOCC1)n2CCCSc1ncccn1	1	1.0	35	-2	-5	0.9	0.9	0.1	-8
67	C=CCNC(=O)c1onc(CSc2ccc(C)c(C)c2)c1C(=O)O	5	-3.8	4	-1	-61	0.2	0.2	2.1	-15
68	Cc1cc(N2CCN(C)CC2)nc2ccc(NC(=O)CCC(=O)NCCC3=CCCCC3)cc12	2	-1.4	.	-2	.	-0.2	-0.5	-1.4	12
69	FC(F)c1nnc2ccc(Cl)nn12	6	-0.8	6	0	-4	2.2	0.8	1.3	-28
